High-throughput results: PubChem, several laboratories
M5 PAM: CHRM5 positive allosteric modulation. hit rate 0.3% among 360,000. CHO-K1 hM5, Fluo-8 calcium, ACh EC20 PAM; 0% = ACh EC20, 100% = ACh EC100. activation, % at 3 µM;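 active means activation above the run cutoff, the mean activation of all test compounds plus 3 SD, cut at about 18% in these data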
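system = human M5 receptor in CHO-K1 cells | compound = one concentration, 3 µM final (nominal) | schedule = Post-acetylcholine fluorescence recording 140 s | signal = Fluo-8 calcium dye fluorescence, kinetic read | benchmarks = low control EC20 acetylcholine (0%), high control EC100 acetylcholine (100%) | repeats = singlicate, one well per test compound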
CHRM1 antagonist: human CHRM1 antagonism; inhibition, % at 3 µM; hit rate 1.3% among 360,000; CHO-K1 hM1, Fluo-8 calcium fluorescence, ACh EC80 antagonist;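 active means percent inhibition above its own plate's cutoff, namely the mean of that plate's compound wells plus 3 SD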;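 further: peak over basal fluorescence ratio during 140 s after agonist addition; 0% = ACh EC80 plus DMSO and 100% = DMSO alone without agonist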
Target sequence (P11229 whole entry, looked up): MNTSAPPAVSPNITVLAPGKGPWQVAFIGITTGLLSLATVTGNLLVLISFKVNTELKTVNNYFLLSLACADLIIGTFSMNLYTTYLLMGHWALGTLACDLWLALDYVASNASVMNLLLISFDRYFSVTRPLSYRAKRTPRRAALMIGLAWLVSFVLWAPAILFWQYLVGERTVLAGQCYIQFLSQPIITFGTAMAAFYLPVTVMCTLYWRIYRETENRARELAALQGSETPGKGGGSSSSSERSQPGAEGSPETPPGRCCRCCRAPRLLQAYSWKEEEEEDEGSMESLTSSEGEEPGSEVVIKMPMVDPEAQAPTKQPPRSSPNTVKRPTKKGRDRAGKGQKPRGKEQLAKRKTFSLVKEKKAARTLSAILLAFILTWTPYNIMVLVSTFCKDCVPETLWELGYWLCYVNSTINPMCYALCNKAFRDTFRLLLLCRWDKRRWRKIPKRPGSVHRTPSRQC
CRFR2-BP ag: CRF-BP/CRF-R2 complex agonism; HEK293 CRF-R2/CRF-BP, calcium dye fluorescence (FLIPR); percent of saturating CRF peptide response; activation, % at 13.2 µM; hit rate 0.46% among 350,000;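 active means activation of at least 50%, plus an integration ratio under a set limit after plate pattern correction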;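 further: plate controls were neutral control wells without compound for no effect and CRF at EC100 for full effect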
CHRM5 antagonist: antagonists of human muscarinic M5 receptor (CHRM5); P08912; CHO-hM5 cells, Fluo-8 calcium fluorescence, ACh EC80; inhibition, % at 3 µM; hit rate 0.59% among 360,000; AID 624040;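 active means inhibition above a per-plate cutoff, the mean of that plate's test compounds plus 3 SD, cut at about 27% in these data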;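 further: 0% = acetylcholine EC80 with DMSO and 100% = DMSO without agonist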
CHRM4 antagonist: blocks acetylcholine activation of human M4 receptor. P08173. CHO-hM4 cells, ACh EC80, Fluo-8 calcium fluorescence. inhibition, % at 3 µM. hit rate 0.73% among 360,000;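 active means inhibition above its plate's cutoff, the mean inhibition of sample wells plus 3 SD, cut at about 27% in these data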;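 further: 0% = acetylcholine EC80 with DMSO and 100% = DMSO without agonist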
Target sequence (P08173 whole entry, looked up): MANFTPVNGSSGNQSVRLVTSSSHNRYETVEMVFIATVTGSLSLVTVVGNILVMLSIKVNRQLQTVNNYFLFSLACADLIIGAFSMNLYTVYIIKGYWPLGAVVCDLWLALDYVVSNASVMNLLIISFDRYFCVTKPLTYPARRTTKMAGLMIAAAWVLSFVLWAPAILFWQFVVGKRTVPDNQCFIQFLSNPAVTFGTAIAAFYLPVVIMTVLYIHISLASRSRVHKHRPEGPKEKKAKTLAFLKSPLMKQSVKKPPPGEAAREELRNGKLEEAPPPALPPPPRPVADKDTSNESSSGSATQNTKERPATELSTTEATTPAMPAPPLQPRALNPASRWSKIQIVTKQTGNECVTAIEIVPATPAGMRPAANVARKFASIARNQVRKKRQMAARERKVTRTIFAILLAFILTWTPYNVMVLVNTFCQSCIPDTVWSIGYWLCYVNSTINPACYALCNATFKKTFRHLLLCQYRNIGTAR
CHRM4 PAM: positive allosteric modulators of human muscarinic M4 receptor | CHO-K1 hM4/Gqi5, Fluo-8 calcium fluorescence, ACh EC20; 0% = ACh EC20, 100% = maximal ACh | activation, % at 3 µM | hit rate 0.4% among 360,000 | AID 624126;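 active means activation above its plate's cutoff, the mean activation of sample wells plus 3 SD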; further: some results filed as inactive read as strong as hits
CHRM1 PAM: potentiates human M1 receptor response to acetylcholine; CHO-K1 hM1, Fluo-8 calcium fluorescence, ACh EC20; 0% = ACh EC20, 100% = maximal ACh; activation, % at 3 µM; P11229; hit rate 0.088% among 360,000; in the data active means activation above about 19%, passing the limit was not always enough
M4 ag: agonists of human muscarinic M4 receptor (CHRM4) | P08173 | CHO-K1 hM4/Gqi5, Fluo-8 calcium fluorescence; vehicle 0%, full acetylcholine response 100% | activation, % at 3 µM | hit rate 0.14% among 360,000 | AID 624127;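 active means activation above the run mean over all test wells plus 3 SD, cut at about 32% in these data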;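 further: peak over basal fluorescence ratio per well then scaled between controls; 0% = DMSO wells and 100% = acetylcholine at EC100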
CHRM5 agonist: agonists of human muscarinic M5 receptor (CHRM5); AID 624037; hit rate 0.19% among 360,000; CHO-K1 hM5 cells, Fluo-8 calcium fluorescence; 0% DMSO wells, 100% maximal acetylcholine response; P08912; activation, % at 3 µM;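 active means activation above the run's mean over test compounds plus 3 SD, cut at about 23% in these data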;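 further: signal is peak over basal fluorescence ratio across the kinetic read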
Active calls of the source: *; nt = not tested or not shown; & = joins results of further samples.

CHRM1 antagonist,CHRM5 antagonist,M5 PAM,M4 ag,CRFR2-BP ag,CHRM5 agonist,CHRM4 antagonist,CHRM1 PAM,CHRM4 PAM,smiles
-3,5,-3,2,5.5,0,3,6,2,Cc1ccc(OCCSCc2nnc(NC(=O)Nc3cccc(Cl)c3)s2)cc1
6,10,-9,12,18,9,5,-4,-24,CCOC(=O)c1ccc(NC(=O)Nc2ccon2)cc1
-7,12,-3,0,-1.0,1,-3,2,3,C[C@H](NC(=O)Nc1cccc(C(F)(F)F)c1)C(=O)O
1,0,3,3,0.4,-2,-10,-4,7,COC(=O)c1ccccc1NC(=O)COC(=O)/C=C/c1cccs1
-8,5,1,1,0.1,-2,-2,6,7,CC(OC(=O)Cc1ccc(F)cc1)C(=O)NCc1ccc2c(c1)OCO2 (centres undefined)
-9,2,-1,0,nt,0,-2,1,3,CCCCNC(=O)C1(C)CCN1C(=O)c1cncc(Br)c1 (centres undefined)
-4,-2,2,6,-3.5,6,-9,8,18,Cc1cccc(C)c1Nc1nnc(SCC(=O)NC(=O)c2cccn2C)s1
-6,9,-3,0,-0.5,-1,-13,-6,6,COc1cc(OC)c2c(-c3cccc(-c4sccc4C(C)=O)c3)cc(=O)oc2c1
-1,11,-4,1,0.0,-1,7,1,0,C=CCn1c(N)cc(=O)nc1SCC(=O)N1CCN(c2ccc(F)cc2)CC1
1,-8,-2,3,3.3,-6,-5,-3,-6,CN(C)CCCN(C(=O)c1ccc(S(=O)(=O)N2CCCCCC2)cc1)c1nc2c(F)cc(F)cc2s1
-10,2,1,6,-0.6,2,-2,10,5,COc1ccc(CNC(=O)CN(C(=O)c2snc(C(N)=O)c2N)c2cccc(F)c2)cc1
0,4,-2,0,-1.3,-8,0,-4,0,O=C(Cn1nc(C(F)F)cc1C(F)F)N/N=C/c1ccc2c(c1)OCO2
-5,7,-2,2,-0.9,-1,7,6,2,O=C(COC(=O)/C=C/c1ccccc1)NCc1cccs1
-5,16,-4,1,-4.1,3,-1,8,5,COc1ccc2c(=O)cc(-c3ccncc3)oc2c1OC
8,1,-6,-1,1.4,-1,-2,-5,6,CN(C(=O)c1cccc(N2C(=O)C3CC=CCC3C2=O)c1)C1CCCCC1 (centres undefined)
12,2,-4,1,-1.3,-7,6,-13,-13,Cc1cc(Cl)c(OCCCN2CCCCC2)c(Br)c1
-8,4,-6,2,0.1,-2,-9,1,-2,COc1cc(Nc2ccc(S(=O)(=O)N3CCN(C)CC3)cc2[N+](=O)[O-])cc(OC)c1
1,7,-7,9,-1.7,1,-5,0,-1,Cn1c(CN2CCN(CCO)CC2)c(C#N)c2ccccc21
-7,-1,4,0,-1.4,-2,2,6,1,Cc1cc(C)c(NC(=O)CN2CCCCCC2)c(C)c1
-6,1,-2,1,-0.7,1,8,2,2,Cc1nnc(NC(=O)CSc2nnc(CNC(=O)C34CC5CC(CC(C5)C3)C4)n2C2CCCCC2)s1
-14,8,-2,-2,3.8,-2,0,11,-1,O=C(N/N=C/c1ccc(OCc2ccccc2)cc1)c1cccs1
19,-2,6,1,1.3,-2,-13,-13,-5,O=C(N[C@@H](Cc1ccccc1)C(=O)N1CCC2(CC1)NCCc1[nH]cnc12)c1cccc(F)c1
-18,5,2,-1,-0.7,-9,-3,4,3,CCN(CC)c1nc2ccccc2[nH]c1=O
18,8,-8,2,-0.4,1,1,-9,-5,O=C(Nc1cccnc1)c1ccc(N2CCOCC2)c([N+](=O)[O-])c1
8,2,-8,5,-0.3,6,-2,-8,4,CCOC(=O)[C@H]1[C@H]2COc3ccccc3[C@@H]2N2C(=O)CN(Cc3ccccc3)C(=O)[C@@]12C
5,8,-6,2,-2.0,2,1,-6,2,O=C(C1=C[C@H](c2ccccc2)C[C@H](OCc2ccc(CO)cc2)O1)N1CCN(Cc2ccccc2)CC1
-12,11,-1,1,-1.0,1,-13,10,6,Cc1c(C)c2c(OCC(=O)NCc3ccco3)cc3c(c2oc1=O)CCC(C)(C)O3
-11,6,-4,5,-0.7,1,-3,9,-1,COc1ccc(C2CC(c3cccs3)=NN2C(=O)CSC2=NCCS2)cc1 (centres undefined)
-24,0,1,1,0.1,-1,-10,4,3,Nc1ccc(S(=O)(=O)NC2=NCCCCC2)cc1
-17,-11,-2,2,0.5,2,1,9,1,CC(C)(C)C(=O)OCc1nc(-c2ccc(O)c(O)c2)cs1
-4,-5,-7,-2,-1.6,1,10,2,-1,O/N=C(\c1ccc(Cl)cc1)c1cc2ccccc2o1
-14,13,-5,3,-0.8,-3,-4,13,15,COc1ccc(NC(=O)NNS(=O)(=O)c2ccc(Br)cc2)cc1
-21,5,1,1,0.0,-4,-5,8,5,Cc1cc(C(=O)Nc2ccc(Cl)cc2)n(-c2ccccc2)n1
1,-14,3,2,2.3,4,-3,-3,4,COCCN1C(=O)/C(=C/c2ccc(OCc3ccc(C(=O)O)cc3)c(OC)c2)SC1=Nc1ccccc1
0,-6,13,1,-2.9,4,-6,1,5,CCOC(=O)N1CCN(C(=O)c2ccccc2NC(=O)c2ccc(F)cc2)CC1
-16,5,-1,1,0.1,0,-6,6,10,COc1ccc(-n2nnnc2SCC(=O)Nc2cc(OC)c([N+](=O)[O-])cc2C)cc1
9,-2,-2,1,8.4,-2,-7,-6,-3,CCNC(=S)N1CCNC(=O)C1CC(=O)OC (centres undefined)
-4,13,0,1,-0.3,0,-4,-2,-5,O=C(NC1CCCCC1)c1cc(-c2cccs2)on1
-10,5,-4,1,1.5,-1,2,8,5,CCCOc1cccc(C2C(C(=O)c3ccc(C)o3)=C(O)C(=O)N2c2nc(C)c(C(C)=O)s2)c1 (centres undefined)
4,7,-3,6,0.2,2,-7,-6,0,CCCCCCn1c(=O)n2n(c1=O)C[C@]1(OC(=O)Nc3cccs3)CN(S(=O)(=O)c3ccc(C)cc3)C[C@]1(O)C2
1,-3,4,0,0.4,-4,1,0,-5,COC(=O)c1ccccc1OCCCCN1CC(C)OC(C)C1 (centres undefined)
2,-1,3,1,-0.7,1,-12,3,10,COc1cc(CO)ccc1Oc1nnnn1-c1ccc(C(N)=O)cc1
-7,-5,-3,2,0.5,-1,-3,9,7,Cn1c(CNC(=O)c2ccccc2F)nnc1SCC(=O)NCc1ccccc1
-19,-8,5,1,-0.4,-2,-2,13,2,O=C(CNC(=O)c1cccs1)N/N=C/c1c(F)cccc1Cl
-11,-11,9,0,-0.7,-4,-7,11,4,Cc1ccc(S(=O)(=O)CCC(=O)NCCC2=CCCCC2)cc1
-1,3,-5,3,3.9,0,-10,6,-5,COc1ccc(/C=C/C(=O)NC(C)(C)C)cc1S(=O)(=O)N1CCOCC1
-11,8,-5,0,-0.9,-1,-9,3,-5,O=C(NC1CCCC1)C(c1cccnc1)N(C(=O)c1ccco1)c1cccc(F)c1 (centres undefined)
-9,-3,-1,3,-1.1,-6,6,11,8,CCOCCCNS(=O)(=O)c1ccc2c(c1)CCN2C(=O)CC
-24,-4,6,2,0.3,-2,-32,10,3,COC(=O)Cn1c(CN2CCc3ccccc3C2)nc2c1c(=O)n(C)c(=O)n2C
-5,7,-2,2,-1.0,-8,-1,7,9,COC(=O)C[C@H]1c2cc(F)ccc2S(=O)(=O)N1c1ccc(N(C)C)cc1
0,5,3,1,0.7,-1,1,7,2,CC(=O)n1c(=O)c2ccccc2c(=O)n1-c1ccccc1
-12,4,-1,1,-1.4,-2,3,7,-4,CC1(C)CC(=O)C=C(Nc2ccccc2)C1
-7,-2,-2,1,0.2,-1,-13,8,10,O=C(Nc1cccc([N+](=O)[O-])c1)c1cccc(C(=O)Nc2cccc([N+](=O)[O-])c2)c1
-3,4,9,2,-2.0,4,-8,8,13,C/C=C\C=C/C(=O)Nc1cccc(C2=NOC3(C2)C[C@@H](C(N)=O)N(C(=O)[C@H]2CCC(=O)N2)C3)c1 (some centres undefined)
19,5,1,-1,-1.7,2,-2,-1,-2,O=C(O)c1ccc(CNCc2c(Cl)cccc2Cl)cc1
-3,13,-3,0,-1.2,-4,3,5,1,CCOC(=O)/C=C/C(=O)OCC(=O)Nc1ccc([N+](=O)[O-])cc1
-4,2,-4,9,0.6,-2,3,3,-8,Cc1ccccc1S(=O)(=O)Oc1ccc2ccc(O)cc2c1
-8,-8,6,1,-0.2,-1,-13,4,2,Cc1cc(NC2CCCCC2)n2c(n1)nc1ccccc12
nt,-15,8,5,nt,5,-23,nt,4,COc1ccc(OC)c(CN2C(=O)CSCC2(C)C(=O)NCc2ccccc2)c1 (centres undefined)
4,3,-1,4,-1.1,1,3,-4,-2,O=C1COc2ccc(C(=O)COc3ccc(Cl)cc3Br)cc2N1

Continuation.
CHRM1 antagonist,CHRM5 antagonist,M5 PAM,M4 ag,CRFR2-BP ag,CHRM5 agonist,CHRM4 antagonist,CHRM1 PAM,CHRM4 PAM,smiles
1,6,-11,9,-2.9,0,-2,-3,-7,COc1cc(/C=C/C(=O)O)cc(S(=O)(=O)N2CCc3ccccc3C2)c1OC
-6,3,3,2,-2.0,-4,3,15,6,Cc1nn(C)cc1S(=O)(=O)N1CCN(Cc2ccc(F)cc2Cl)CC1
-1,14,-25,19,0.1,4,2,3,4,NC(=O)C1CCCN(C(=O)c2ccc(Cl)c(S(=O)(=O)N3CCc4ccccc43)c2)C1 (centres undefined)
8&11,0&-8,-1&4,0&1,nt,-1&-3,3&-13,-2&-4,-3&-1,CC(=O)C1=CCC(c2ccccc2)N(S(=O)(=O)c2ccccc2)C1 (centres undefined)
